Assay outcomes deposited in PubChem BioAssay by several laboratories.
MEKK3 PB1 HTS = MEKK3-MEK5 PB1 interaction, increase or decrease | 290,000 tested, 1.4% active | Q99759 | bead-based flow cytometry, Alexa488-MEK5 binding to MEKK3; actives lie on both sides; 0 = blocked by unlabeled MEK5, 100 = vehicle | binding response (% of control), % at 10 µM;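 active means binding response more than 3 SD above or below the average of its plate-row segment, actives on both sides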;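 further: Alexa488 bead fluorescence after subtracting the streptavidin-only scavenger bead signal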
Target sequence (Q99759 whole entry, looked up): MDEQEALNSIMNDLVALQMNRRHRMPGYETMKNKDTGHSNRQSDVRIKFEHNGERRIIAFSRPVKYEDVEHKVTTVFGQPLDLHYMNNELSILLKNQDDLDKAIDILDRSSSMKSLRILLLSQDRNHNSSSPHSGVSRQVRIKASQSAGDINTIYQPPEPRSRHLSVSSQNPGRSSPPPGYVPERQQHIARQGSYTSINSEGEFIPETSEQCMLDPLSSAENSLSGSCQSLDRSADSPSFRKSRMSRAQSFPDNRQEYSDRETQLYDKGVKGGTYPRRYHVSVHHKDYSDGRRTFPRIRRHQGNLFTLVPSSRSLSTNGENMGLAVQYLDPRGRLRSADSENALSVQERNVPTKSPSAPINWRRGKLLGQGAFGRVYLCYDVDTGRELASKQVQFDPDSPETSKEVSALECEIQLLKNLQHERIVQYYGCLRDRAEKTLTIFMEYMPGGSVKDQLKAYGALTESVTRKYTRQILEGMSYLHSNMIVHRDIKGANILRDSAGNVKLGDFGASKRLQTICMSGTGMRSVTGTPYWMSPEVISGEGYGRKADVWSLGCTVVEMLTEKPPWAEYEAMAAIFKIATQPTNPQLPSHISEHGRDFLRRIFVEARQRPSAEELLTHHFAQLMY
NALP1 inh = inhibitors of NALP1 inflammasome in yeast; inhibition, % at 10 µM; 280,000 tested, 0.61% active; S. cerevisiae NALP1/ASC/caspase-1 growth, X-gal OD620, 72 h; in the data active means inhibition mostly above about 24%, no sharp cut-off; inactive means mostly below about 32%; further: some compounds called inactive have numbers as strong as hits
MEKK2mut PB1 HTS = signal of MEK5 binding to mutant human MEKK2 PB1 domain; percent response, % at 10 µM; 290,000 tested, 0.35% active; bead flow cytometry, Alexa488-MEK5 binding to MEKK2 mutant; AID 1530; in the data active means percent response above about 24%, passing the limit was not always enough; further: inactives centre near 1; some results filed as inactive read as strong as hits; reference of the scale not given here
pCIP destab = lowers stability of the mouse p/CIP coactivator protein; Q05BA5; F442A p/CIP-EGFP cells, EGFP fluorescence, 16 h; decrease of EGFP signal, % at 10 µM; 290,000 tested, 0.01% active;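 active means EGFP signal decrease of at least 30% at 10 µM or well 3 SD below plate mean, unless failing retest; inactive means the rest, including hits failing retest or dose response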; further: some compounds called inactive have numbers as strong as hits; many of its hits are not listed in these tables
UBC9 SUMO inh = inhibitors of human SUMOylation (UBC9); AID 2006; 290,000 tested, 0.36% active; inhibition, % at 35 µM; HTRF SUMOylation assay, SAE1/SAE2 + UBC9, in vitro; P63279; in the data active means inhibition above about 50%, passing the limit was not always enough; further: strong numbers were not always called active
Target sequence (P63279 whole entry, looked up): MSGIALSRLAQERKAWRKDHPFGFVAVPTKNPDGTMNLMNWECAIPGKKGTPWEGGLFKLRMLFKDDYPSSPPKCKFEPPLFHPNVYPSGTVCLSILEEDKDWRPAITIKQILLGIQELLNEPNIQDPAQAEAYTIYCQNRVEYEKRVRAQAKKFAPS
IDE cell inh = inhibitors of human insulin-degrading enzyme in cells; P14735; HEK cells, FAbetaB cleavage, fluorescence polarization; inhibition, % at 5.59 µM; 320,000 tested, 0.41% active; AID 434962;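 active means percent inhibition above the average of all tested compounds plus 3 SD, set per screening campaign, cut at about 16% in these data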;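 further: IDE supplied by intact live HEK cells; FP after avidin binding of uncleaved biotin substrate so inhibition keeps polarization high; 0% = DMSO wells and 100% = 60 µM reference IDE inhibitor Ii1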
IDE act = boosts human insulin-degrading enzyme activity in HEK cells; P14735; FAbeta-B cleavage, fluorescence polarization; 0% vehicle, 100% cell-free pure enzyme wells; activation, % at 5.96 µM; 340,000 tested, 0.073% active; AID 493087;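 active means activation above the mean of all tested compounds plus 3 SD, set per screening campaign, cut at about 17% in these data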
PfM18AAP inh = PfM18AAP enzyme inhibition | AID 1822 | inhibition, % at 7.35 µM | recombinant PfM18AAP, H-Glu-NHMec fluorogenic cleavage | 290,000 tested, 1.2% active;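 active means inhibition above the campaign mean inhibition over all tested compounds plus 3 SD, cut at about 28% in these data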;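 further: 0% = plate median of test compound wells and 100% = 2 mM ZnCl2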
MEKK2wt PB1 HTS = raises or lowers MEK5 binding to wildtype human MEKK2 PB1 domain; binding response (% of control), % at 10 µM; Q9Y2U5; 290,000 tested, 1.1% active; bead flow cytometry, Alexa488-MEK5 binding to MEKK2 WT; actives lie on both sides; in the data active means binding response below about 67% or above about 130%
Active calls of the source: *; nt = not tested or not shown. A portion of the library. The share of hits here may be higher or lower than overall.

The first two compounds (preview)
structure	MEKK3 PB1 HTS	NALP1 inh	MEKK2mut PB1 HTS	pCIP destab	UBC9 SUMO inh	IDE cell inh	IDE act	PfM18AAP inh	MEKK2wt PB1 HTS
COC(=O)c1ccc2c(c1)C(=O)/C(=C/c1ccc(C)cc1)O2	92	-2	-2	-11	20	6	4	-1	94
O=C(CSCc1cc(=O)n2ccsc2n1)Nc1ccc(F)cc1	102	5	3	12	6	4	3	1	101

This part in full, from the first entry:
structure	MEKK3 PB1 HTS	NALP1 inh	MEKK2mut PB1 HTS	pCIP destab	UBC9 SUMO inh	IDE cell inh	IDE act	PfM18AAP inh	MEKK2wt PB1 HTS
COC(=O)c1ccc2c(c1)C(=O)/C(=C/c1ccc(C)cc1)O2	92	-2	-2	-11	20	6	4	-1	94
O=C(CSCc1cc(=O)n2ccsc2n1)Nc1ccc(F)cc1	102	5	3	12	6	4	3	1	101
Cn1cc(Br)c(C(=O)NC(=S)N2CCN(c3ccccn3)CC2)n1	96	25	-2	9	-2	0	5	-3	99
Cc1cccc(OCC(=O)Nc2ccccc2F)c1	95	9	-13	-14	21	8	0	0	82
Cc1ccc(OC(C)C(=O)Nc2ccccc2C(=O)N2CCOCC2)cc1 (stereo not drawn)	101	1	0	-7	-5	0	4	-3	103
CC1CC(C)CN(S(=O)(=O)c2cccc3nonc23)C1 (stereo not drawn)	104	7	7	11	17	-1	3	-5	109
CC(C)=CC1C(C(=O)Nc2ccc(Br)cn2)C1(C)C (stereo not drawn)	nt	-1	nt	-13	-8	-1	6	-4	nt
CCn1c(NC(=O)c2ccccc2)nc2ccccc21	94	20	-11	4	59	-2	nt	-1	92
Cc1ccc(N2C(=O)CS(=O)(=O)CC2=O)cc1	102	2	-4	2	-14	6	nt	-6	98
Cn1nnnc1NCc1ccc(Cl)cc1	99	4	0	-1	11	5	1	0	98
COc1ccc(CCNC(=O)CSc2nc(-c3ccco3)cc(C(F)(F)F)n2)cc1	100	-3	2	-10	29	0	-3	4	100
COc1cccc(C(=O)Nc2cc(=O)n(C)c(=O)n2C)c1	106	8	10	-9	2	0	5	nt	99
CC(=O)N1CC(=O)N(c2ccccc2)C1=O	104	8	7	-7	13	1	1	0	107
N=c1n(Cc2ccc(Cl)cc2)c2ccccc2n1CC(O)c1ccco1 (stereo not drawn)	103	2	12	-22	6	-5	2	-15	116
c1ccc(CCc2nn3c(-c4ccncc4)nnc3s2)cc1	102	17	6	-8	10	-5	-4	1	99
COc1cccc(-n2c(C)cc(/C=C3\C(=N)N4N=C(CC(=O)N5CCOCC5)SC4=NC3=O)c2C)c1	98	25	-5	-18	18	2	-1	-5	99
O=C(Nc1cccc(OCC(=O)N2CCOCC2)c1)c1ccc(C(F)(F)F)cc1	100	12	6	-9	0	-4	-2	1	103
C/C(=N/N=C(/C)c1cccs1)c1cccs1	101	12	0	12	-15	1	4	7	95
CCCCc1nc(C(N)=O)c2[nH]c(=O)n(-c3ccc(OC)c(OC)c3)c2n1	98	25	-4	-12	23	0	8	-11	96
c1ccc(Cc2noc(CN3CCC(CN4CCOCC4)CC3)n2)cc1	86	-2	-10	-3	-3	-1	6	-6	88
O=C(Nc1c(C(=O)N2CCOCC2)cnn1-c1ccccc1)c1ccccc1F	103	-7	5	10	6	1	0	3	105
Cc1ccc(Sc2ncccc2C(=O)O)c(C)c1	104	20	2	-5	0	6	2	-8	105
Cc1nc2ccccc2n1Cc1ccccc1	99	19	2	2	1	0	-4	4	100
COCCCn1cc(C(=O)c2cc(OC)ccc2OCC(=O)Nc2cc(C)on2)cc(C#N)c1=O	97	30	-6	-1	0	3	3	-3	100
CN(C)N1C(=O)CC(N2CCCCC2)C1=O (stereo not drawn)	103	-6	3	2	1	-8	5	1	104

A few values from the results shown:
In UBC9 SUMO inh, c1ccc(Cc2noc(CN3CCC(CN4CCOCC4)CC3)n2)cc1 has -3
In MEKK3 PB1 HTS, Cc1nc2ccccc2n1Cc1ccccc1 has 99

(list continues)
structure	MEKK3 PB1 HTS	NALP1 inh	MEKK2mut PB1 HTS	pCIP destab	UBC9 SUMO inh	IDE cell inh	IDE act	PfM18AAP inh	MEKK2wt PB1 HTS
CN(C)C(CNC(=O)c1c(F)cccc1Cl)c1ccco1 (stereo not drawn)	104	-1	1	-5	18	-2	-2	3	105
Cc1cc(CSc2ccccc2C(=O)O)on1	100	6	-3	-6	9	2	-1	4	98
Cc1cc(C(F)(F)F)nn1CC(=O)NNC(=S)Nc1ccc(F)cc1	99	-1	2	-6	-24	0	3	15	96
O=C(Cn1cnc2c(nnn2-c2ccccc2)c1=O)NCc1ccc(F)cc1	104	18	9	-7	28	2	2	2	98
O=C(N/C(=C/c1ccccc1)C(=O)N1CCOCC1)c1ccc([N+](=O)[O-])cc1	101	6	6	7	4	4	2	-13	106
CCOc1cc(CNCc2ccccn2)cc(Cl)c1OCC	102	2	-1	-7	10	-2	-4	-2	102
O=S(=O)(c1ccc(F)cc1)N1CCN(c2ncnc3c2cnn3-c2ccccc2)CC1	100	-10	0	-11	0	3	1	4	97
COc1cccc2cc(C(C)N(CCCN3CCOCC3)C(=S)Nc3cccc(C)c3)oc12 (stereo not drawn)	86	-15	-11	0	10	1	8	-2	92
COc1cccc(NC(=S)N(CCC(C)C)C(C)c2ccncc2)c1 (stereo not drawn)	103	-14	3	2	-3	1	2	4	101
CC(C)=C1C2CCC1C1C(=O)N(c3nccs3)C(=O)C21 (stereo not drawn)	107	29	0	-2	2	1	3	0	113
COc1ccc(CNC(=O)Cn2ccc3cc(S(=O)(=O)N4CCCC4)ccc32)cc1OC	101	13	7	-7	15	1	1	-7	101
CCOCCCNC(=O)C1CCN(Cc2ccc(OCc3ccccc3)c(OC)c2)CC1	104	14	13	-3	2	-3	2	-4	111
Cn1c(NCc2cccnc2)nc2c1c(=O)n(Cc1ccccc1F)c(=O)n2C	99	nt	-2	2	-2	5	3	-4	102
CN(C)c1cc(-c2ccc(Cl)cc2)oc(=O)c1Cl	100	2	-5	-2	11	0	9	2	101
Cc1nonc1N1CCN(Cc2cn[nH]c2-c2ccc(F)cc2F)CC1	106	10	-11	-17	9	8	0	-13	98
Cc1cccc(N(Cc2nnc3n2CCCCC3)C(=O)Nc2ccccc2)c1	98	8	1	2	0	4	7	1	98
Nc1nc2c(s1)CCCCCCCCCC2	91	3	-14	-8	-2	-10	nt	6	92
NC(=NC(=O)c1ccc(Cl)cc1)N1N=CCC1c1ccccc1 (stereo not drawn)	101	5	2	1	-25	0	5	5	99
CS(=O)(=O)n1nc(OC(=O)c2cc(Br)ccc2Cl)cc1N	104	11	-1	-13	5	-2	1	2	94
Cc1c(CCC(=O)O)c(=O)oc2cc3occ(-c4ccc(F)cc4)c3cc12	99	6	1	-14	36	-2	3	16	96
CCOC(=O)N1CCC(n2c(SCC(=O)OCc3ccccc3)nc3ccsc3c2=O)CC1	105	14	11	-8	13	4	1	3	99
N#CC(C#N)=Cc1cn(-c2ncc(C(F)(F)F)cc2Cl)c2ccccc12	97	41	-7	-3	1	-2	2	3	95
COc1ccc(N2CCN(C(C)C(=O)N(C)Cc3ccccc3)CC2)cc1 (stereo not drawn)	97	-5	-5	-5	6	-1	1	0	99
CCCCOCCCNC(=O)c1ccc(OCC)cc1	103	0	4	8	0	-4	-3	-7	102
CCC(=O)NC(=S)Nc1ccc(N2CCN(C(=O)c3ccc(Cl)cc3)CC2)cc1	102	-58	1	5	-19	6	2	-4	100

More compounds follow:
structure	MEKK3 PB1 HTS	NALP1 inh	MEKK2mut PB1 HTS	pCIP destab	UBC9 SUMO inh	IDE cell inh	IDE act	PfM18AAP inh	MEKK2wt PB1 HTS
Fc1cccc(-c2csc(-c3ccno3)n2)c1	98	9	-1	-13	16	0	-1	-8	99
Cc1ccc(-n2c(CSc3nc(C)cc(C)n3)n[nH]c2=S)cc1	104	-6	2	-20	3	-2	nt	17	100
COc1cc(NC(=O)C2CC(c3cccc(OC)c3OC)=NO2)cc(OC)c1OC (stereo not drawn)	101	nt	4	-10	-7	2	3	-3	105
O=C(Nc1ccc(C(F)(F)F)cc1)N1CCN(c2ccnc3cc(Cl)ccc23)CC1	115	nt	4	-19	-34	30*	nt	-6	117
COCC(COS(N)(=O)=O)Cc1ccccc1 (stereo not drawn)	105	21	4	-6	2	4	-2	-3	139*
CCC(=O)N1c2ccccc2C(N(C(=O)CC)c2ccccc2)CC1C (stereo not drawn)	99	11	-9	-9	0	5	0	-2	100
COc1ccc(C(=O)Cn2nnc(-c3ccccc3NC(=O)C(F)(F)F)n2)cc1	105	-5	3	-1	3	-3	4	13	103
COc1ccccc1OCc1ccc(C(=O)N2CCN(C(=O)c3ccco3)CC2)cc1	nt	7	nt	14	0	-1	-8	3	nt
CCOc1ccc(-c2cn(CCC#N)cn2)cc1	103	8	-1	1	1	2	12	-4	101
Cc1ccccc1C1=NC(C(F)(F)F)(C(F)(F)F)c2c(n(C)c(=O)n(C)c2=O)N1	127	30	1	-21	4	1	2	-11	108
CC(C)Cc1nnc(NC(=O)C23CC4CC(CC(C4)C2)C3)s1	101	-2	-4	6	-15	5	0	3	98
Cn1c(-c2ccc3c(c2)OCO3)cnc1NCc1cccc(Cl)c1	105	7	4	-8	13	4	-1	3	114
CN(C(=O)C(C)(C)C)c1ccc(OCC(=O)N2CCc3ccccc3C2)cc1	96	0	0	-21	-4	1	3	3	98
Cc1ccc(/C=C/C(=O)c2c(C)cc(C)[nH]c2=O)cc1	94	-4	-1	-9	5	-2	3	-11	95
